ST2 inh: IL1RL1 inhibition | 78,000 tested, 2.3% active | inhibition, % for hits at 17 µM | Q01638 | AID 1259354 | AlphaLISA ST2-Fc/biotin-IL-33 interaction, 1 h; in the data active = inhibition above about 30%; inconclusive = mostly about 10% to 28%
Target sequence (Q01638 whole entry, looked up): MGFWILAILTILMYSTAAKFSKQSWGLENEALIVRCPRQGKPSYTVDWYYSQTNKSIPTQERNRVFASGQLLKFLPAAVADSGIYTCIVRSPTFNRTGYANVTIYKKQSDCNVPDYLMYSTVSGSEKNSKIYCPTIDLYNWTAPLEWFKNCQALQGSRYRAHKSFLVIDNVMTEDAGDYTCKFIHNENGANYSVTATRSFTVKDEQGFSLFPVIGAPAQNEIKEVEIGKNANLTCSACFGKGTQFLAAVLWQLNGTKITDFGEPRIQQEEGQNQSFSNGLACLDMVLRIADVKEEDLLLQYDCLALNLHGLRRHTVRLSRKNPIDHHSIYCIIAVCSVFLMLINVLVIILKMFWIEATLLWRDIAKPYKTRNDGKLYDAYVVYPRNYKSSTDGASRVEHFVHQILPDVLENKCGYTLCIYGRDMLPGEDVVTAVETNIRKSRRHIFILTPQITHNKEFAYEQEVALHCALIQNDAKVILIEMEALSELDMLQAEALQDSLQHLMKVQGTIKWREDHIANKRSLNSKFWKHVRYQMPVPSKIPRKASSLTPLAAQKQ
* marks the source's active call; other numbers are inactive results; i = inactive; u = inconclusive. A portion of the library, so the mix of outcomes need not match the whole.

SMILES | ST2 inh
C/C=C/COC(=O)C1=C(C)NC(=O)NC1c1ccc(OCc2ccccc2)c(OC)c1 (centres undefined) | i
Cc1c(Cc2ccccc2)c(=O)oc2cc(OCC(=O)O)ccc12 | i
Cc1c(C(=O)N2Cc3cnc(C(C)(C)C)nc3C2)sc2ccccc12 | u
CCOC(=O)c1cc(-c2ccc(Br)cc2)no1 | i
O=C(c1cn(Cc2ccc(Cl)cc2)nn1)N1CCC(Oc2cccnc2)CC1 | i
C/C=C1\[C@H](O[C@@H]2O[C@H](CO)[C@@H](O)[C@H](O)[C@H]2O)OC=C2C(=O)OCCc3ccc(O)c(c3)Oc3ccc(cc3)CCOC(=O)C[C@H]21 | i
CCc1ccc(C2CC(c3ccccc3)n3ncnc3N2)cc1 (centres undefined) | i
C=C(C)C[C@H]1CC=C(Br)[C@H](CC(=C)C)N1 | i
CCNc1nc2c(c(=O)[nH]c(=O)n2C)n1CC(O)COc1ccc(Cl)cc1Cl (centres undefined) | i
CC(C)CN1CC(C(=O)N2CCC(CO)(Cc3ccccc3)CC2)CC1=O (centres undefined) | i
O=C1N=c2ccc(Br)cc2=C1c1sc(Nc2cccc(Cl)c2Cl)nc1O | u
COCc1nnc(C(=O)N2CCC(n3nc(C)cc3C)C2)o1 (centres undefined) | i
N#CC1=C(N)n2c(s/c(=C/c3cccs3)c2=O)=C(C#N)C1c1cccs1 (centres undefined) | i
CCN1CCN(C(=O)c2coc(COc3ccc4c(c3)OCO4)n2)C(C)C1=O (centres undefined) | i
C=CCn1c(CCNC(=O)C(C)(C)C)nc2ccccc21 | i
CCN(CC)CCNC(=O)C1CCN(Cc2ccc(Cl)cc2)CC1 | i
CC(NC(=O)/C(=C/c1ccc2c(c1)OCO2)NC(=O)c1ccco1)C(=O)O (centres undefined) | i
CCOC(=O)C1=C(C)Nc2ncnn2C1c1ccc(C)cc1 (centres undefined) | i
C/C=C/CC(=O)N(CC)Cc1ccc(Cl)cc1 | i
Cc1cc(C)n(-c2ccc(NC(=O)C3CCN(C(=O)Cc4ccsc4)CC3)cc2)n1 | i
Clc1ccc(-n2nnnc2-c2ccccc2)cc1 | i
O=C(c1cccc(Cl)c1)N1CCN(c2ccccc2F)CC1 | i
CC(=O)c1ccc(NC(=O)COc2ccc(C)cc2C)cc1 | i
Cc1cc(C)c(NC(=O)c2cnc3n(c2=O)CCS3)c(C)c1 | i
COc1ccc(C(=O)Nc2ccc(Br)c3cccnc23)cc1 | u

More compounds.
SMILES | ST2 inh
CSc1nnc2c(n1)OC(c1cc3c(cc1[N+](=O)[O-])OCO3)N(C(C)=O)c1ccccc1-2 (centres undefined) | i
CC1=C(C(=O)Nc2ccc(C)cn2)C(c2ccccc2C)C2=C(CCCC2=O)N1 (centres undefined) | u
O=C1CCCC2=C1C(c1ccc(F)cc1)n1nc(SCc3ccccc3F)nc1N2 (centres undefined) | u
OCCSc1ccc(-c2ccc(SCCO)cc2)cc1 | u
O=C(CSc1nc2c(c(=O)n1-c1ccc(Cl)cc1)SCC2)N1CCCCCC1 | u
Cc1cnc(CN(C)C(=O)CC(=O)Nc2cc(Cl)ccc2C)[nH]1 | i
COc1ccccc1NC(=O)C1=C(C)Nc2nnnn2C1c1ccc(OC)c([N+](=O)[O-])c1 (centres undefined) | i
COc1ccc(S(=O)(=O)N=C2C=C(Nc3cccc(C)c3)C(=O)c3ccccc32)cc1 | 79.0%*
Cc1c(Cl)c([N+](=O)[O-])nn1CCCC(=O)Nc1sc2c(c1C#N)CCCCC2 | u
COC(=O)c1cccc(C(=O)N2CCCC(Nc3ccc(C(C)C)cc3)C2)c1 (centres undefined) | u
CC1=C2C[C@@]3(C)C(CCC[C@@H]3C)C(O)C2(O)OC1=O (some centres undefined) | u
O=[N+]([O-])c1ccc(CSc2nc3ccccc3o2)cc1 | 35.0%*
O=C(O)c1ccc(CNC[C@@H]2C[C@H]3C=C[C@@H]2C3)cc1 | i
O=C(COc1ccc2ccccc2c1)Nc1nc2ccccc2s1 | i
O=C(O)CC1(CC(=O)N[C@H]2CO[C@H]3[C@@H]2OC[C@@H]3n2nnnc2Oc2ccc3c(c2)OCO3)CCCC1 | i
O=C(NC1CCCC1)C1c2ccccc2C(=O)N1Cc1ccc2c(c1)OCO2 (centres undefined) | i
CN(Cc1ccccc1)C(=O)c1oc(=O)c2ccccc2c1-c1ccccc1 | i
CCN(CC)S(=O)(=O)NCC1CCN(Cc2cccs2)C1 (centres undefined) | i
O=C1CCC(=O)N1c1ccc(S(=O)(=O)c2ccc(N3C(=O)CCC3=O)cc2)cc1 | u
CC1C(=O)C(C)C(c2cccs2)NC1c1cccs1 (centres undefined) | i
CC/C=C(\C)CN1CCC(CNC(=O)C2(N)CCCC2)C1 (centres undefined) | u
CCOC(=O)c1ccc(-n2c(C)nc3c(cnn3-c3ccc(Cl)cc3)c2=O)cc1 | i
COc1ccccc1OCCOc1cccc(Cl)c1 | i
N#CC1(c2ccccc2)CCc2c(sc3ncnc(N4CCOCC4)c23)C1 (centres undefined) | i
CCCCc1nc2sc3c(NCCN4CCOCC4)ncnc3c2c2c1COC(C)(C)C2 | u

15 entries from above, in markdown:
| Compound | ST2 inh |
| --- | --- |
| C/C=C/COC(=O)C1=C(C)NC(=O)NC1c1ccc(OCc2ccccc2)c(OC)c1 (centres undefined) | i |
| Cc1c(Cc2ccccc2)c(=O)oc2cc(OCC(=O)O)ccc12 | i |
| Cc1c(C(=O)N2Cc3cnc(C(C)(C)C)nc3C2)sc2ccccc12 | u |
| CCOC(=O)c1cc(-c2ccc(Br)cc2)no1 | i |
| O=C(c1cn(Cc2ccc(Cl)cc2)nn1)N1CCC(Oc2cccnc2)CC1 | i |
| C/C=C1\[C@H](O[C@@H]2O[C@H](CO)[C@@H](O)[C@H](O)[C@H]2O)OC=C2C(=O)OCCc3ccc(O)c(c3)Oc3ccc(cc3)CCOC(=O)C[C@H]21 | i |
| CCc1ccc(C2CC(c3ccccc3)n3ncnc3N2)cc1 (centres undefined) | i |
| C=C(C)C[C@H]1CC=C(Br)[C@H](CC(=C)C)N1 | i |
| CCNc1nc2c(c(=O)[nH]c(=O)n2C)n1CC(O)COc1ccc(Cl)cc1Cl (centres undefined) | i |
| CC(C)CN1CC(C(=O)N2CCC(CO)(Cc3ccccc3)CC2)CC1=O (centres undefined) | i |
| O=C1N=c2ccc(Br)cc2=C1c1sc(Nc2cccc(Cl)c2Cl)nc1O | u |
| COCc1nnc(C(=O)N2CCC(n3nc(C)cc3C)C2)o1 (centres undefined) | i |
| N#CC1=C(N)n2c(s/c(=C/c3cccs3)c2=O)=C(C#N)C1c1cccs1 (centres undefined) | i |
| CCN1CCN(C(=O)c2coc(COc3ccc4c(c3)OCO4)n2)C(C)C1=O (centres undefined) | i |
| C=CCn1c(CCNC(=O)C(C)(C)C)nc2ccccc21 | i |

Next section.
SMILES | ST2 inh
Cc1ccc(NS(=O)(=O)c2c(C)[nH]c(=O)[nH]c2=O)c(Br)c1 | i
O=C(Cn1c(=O)n(-c2ccc(F)cc2F)c(=O)c2sccc21)NC1CCCC1 | i
CCN(Cc1noc(C2CC2)n1)C(=O)c1ccc2c(c1)OCCN2C | i
CCN(CC)S(=O)(=O)c1ccc(Cl)c(C(=O)Nc2ccc([N+](=O)[O-])cc2)c1 | i
O[C@@H]1C[C@@H](c2nc(-c3ccccc3)no2)N(Cc2cccnc2)C1 | i
CCOC(=O)C1=C(C)NC2=C(C(=O)CC(c3ccccc3)C2)C1c1ccccc1OC(C)C (centres undefined) | i
CC1=C[C@@H](CNC(=O)c2ccc(C#N)cc2)[C@H](C(C)C)C[C@H]1CC(=O)NCCN(C)C | 31.0%*
CC1(C)CC(=O)C2=C(C1)OC(N)=C(C#N)C2c1ccccc1OC(=O)c1ccccc1Cl (centres undefined) | i
COc1ccc(OC)c(S(=O)(=O)Nc2cccc(SC)c2)c1 | i
C/C=C(\C)CN1CCN(C/C=C/c2ccccc2)CC1 | u
CCN(C(=O)c1cccc(NC(=O)CSc2nncn2C)c1)c1ccccc1 | u
O=C(c1ccc2[nH]ccc2c1)N1CCOc2ccc(CN3CCN(CCO)CC3)cc2C1 | u
CC(=O)Nc1ccccc1NC(=O)CN1CCC(Oc2cccc(C)c2)CC1 | i
O=C(Nc1ccc(Cl)c(Cl)c1)OCc1ccco1 | i
Cc1nn(Cc2ccc(Cl)c(Cl)c2)c(C)c1NC(=O)CCCn1nc(C)c([N+](=O)[O-])c1C | i
O=C(CCCn1cnc([N+](=O)[O-])n1)Nc1ccc2c(c1)OCO2 | u
Cc1cc(N2CCCCC2)nc2ccc(NC(=O)CCC(=O)N(C)C3CCCCC3)cc12 | u
Cc1cc2nc(CSc3ccccc3C)cc(=O)n2o1 | i
O=C(CSC1=Nc2ccccc2C2=NC(Cc3ccccc3)C(=O)N12)NC1CCCCC1 (centres undefined) | i
CCc1nnc(NC(=O)c2ccc(S(=O)(=O)N3CCCC(C)C3)cc2)o1 (centres undefined) | i
Cc1nc2ccccc2nc1CN1CCC(CNC(=O)NC(C)C)C1 (centres undefined) | i
CCOc1ccc(NS(=O)(=O)c2ccc3c(c2)CCN3C(=O)CCC(=O)O)cc1 | i
Cc1ccc(OCC(O)CN2CCCCC2)c(C)c1 (centres undefined) | i
COc1ccc(N(C(=O)c2cccc([N+](=O)[O-])c2)C(C)C2CC2)cc1 (centres undefined) | i
Cc1cc(Nc2ccc(Br)cc2)nc(-c2ccccc2O)n1 | i

Continuation.
SMILES | ST2 inh
COc1cccc(F)c1OCc1nc(CC2CC2)no1 | u
CC(C(=O)NCc1cn2c(n1)SCC2)N1C(=O)c2cccc3cccc1c23 (centres undefined) | u
CN1[C@@H](CCC(=O)NCc2ccccc2)CNC(=O)[C@@H]2[C@H]1CCN2Cc1ccc(C(F)(F)F)cc1 | i
CC(=O)C1=NN(c2ccccc2C)C2C(=O)N(c3ccccc3Cl)C(=O)C12 (centres undefined) | u
CCOc1ccc(CN2CCN(c3ccc([N+](=O)[O-])cc3)CC2)cc1 | u
COc1ccc(CN2Cc3[nH]cnc3C[C@H]2C(=O)NC2CCCCC2)c2ccccc12 | i
CCC(=O)NC(C)C(c1cccs1)N1CCOCC1 (centres undefined) | i
CC(C)C(NS(=O)(=O)c1ccc2c(c1)oc(=O)n2C)C(=O)NC1CCCCCC1 (centres undefined) | i
CC1(C)CC(=O)C=C(Nc2ccccc2C#N)C1 | i
Oc1oc(-c2ccc(Cl)cc2)nc1C=Nc1ccc(Cl)cn1 | u
Cc1ccccc1C(=O)NCc1cccc(CNC(=O)c2ccccc2C)c1 | i
CNc1nc(-c2cc(NC3CCNCC3)nc3[nH]ccc23)nc2c1CCC2 | 37.0%*
Cc1c(C(=O)N2CC(C)CC(C)C2)oc2ccc(S(=O)(=O)N3CCC4(CC3)OCCO4)cc12 (centres undefined) | i
CSc1nc2ccc3nc(NC(=O)c4cccc(Cl)c4)sc3c2s1 | i
COC(=O)C1=C(N)OC2=C(C(=O)CC(c3ccccc3)C2)C1c1cccc(Cl)c1Cl (centres undefined) | u
N#C/C(=C/c1cccnc1)c1nnc2n1CCCCC2 | i
CCCCOc1ccc(C2C(C#N)=C(N)OC3=C2C(=O)CC(C)(C)C3)cc1OC (centres undefined) | i
CN1CCC(n2cnc(-c3ccccc3)c2-c2cccc3cccnc23)CC1 | 30.0%*
Cc1cc2c(cc1C)C(c1ccsc1)CC(=O)N2 (centres undefined) | i
CS(=O)(=O)Nc1cc(-c2noc([C@@H]3CCCN3C3CCC3)n2)ccn1 | i
CC(C)NC(=O)C[C@@H]1O[C@H](CNCc2cccc(Cl)c2)[C@@H](O)[C@H]1O | i
Cc1cccc(CCNc2nncc(-c3ccc4ccccc4c3)n2)n1 | i
O=C(Nc1cccc(Cl)c1)Nc1ccccc1Cl | i
COC(=O)c1c(NC(=O)COc2cccc(Br)c2)sc(C)c1C | i
Cc1cc(C)c(C(=O)N2CCC3(CCCN(Cc4cccnc4)C3=O)C2)o1 (centres undefined) | i

(next part)
SMILES | ST2 inh
Cc1ccccc1Cn1cc(C(=O)NCCCc2scnc2C)nn1 | i
COCCn1c(CNC(=O)c2ccc(OC)cc2OC)nc2cccnc21 | i
COc1nc(C)ccc1C(=O)c1ccccc1 | i
COc1cccc(-c2cc(N3CCN(S(=O)(=O)c4cnn(C(F)F)c4C)CC3)ncn2)c1 | i
Cc1cc(Cl)ccc1N(CC(=O)NC(C)(C)C)S(C)(=O)=O | i
CC1CCC(NC(=O)C(NS(=O)(=O)c2ccc3c(c2)oc(=O)n3C)C(C)C)CC1 (centres undefined) | i
O=C1NC(=O)c2cc(Nc3ccccc3)c(Nc3ccccc3)cc21 | i
Cc1cccc(Nc2nc(-c3ccccn3)cs2)c1 | i
C=CCOC(=O)NCc1cnn2ccccc12 | 40.0%*
CC1(C)CC(CCNCc2ccc(F)cc2)(Cc2ccccc2)CCO1 (centres undefined) | u
CC(C)c1[nH]nc2c1C(c1cccc(Cl)c1Cl)C(C#N)=C(N)O2 (centres undefined) | i
CCn1c(CNC(=O)COC)nc2ccccc21 | i
CSCc1ccc(C(=O)N(C)CC2CCN(CCc3ccc(Cl)cc3)CC2)o1 | i
O=C(O)c1ccc(NC(=O)c2cccc([N+](=O)[O-])c2)cc1 | i
COc1cc(CN2CCN(c3ccccc3C)CC2)c([N+](=O)[O-])cc1OC | i
NC(=O)[C@@H](Cc1c[nH]c2ccccc12)NC(=O)C1=C[C@@H](NS(=O)(=O)c2cccs2)[C@@H](O)[C@H](O)C1 | i
CCC1(C)CC(CC#N)(c2ccccc2OC)CCO1 (centres undefined) | i
COC(=O)c1sccc1NC(=O)c1sc2ncn(C)c(=O)c2c1C | u
CC12C=CC(O1)C1C(=O)N(c3cc(C(F)(F)F)ccc3Cl)C(=O)C12 (centres undefined) | u
CCCN1CCN(C(=O)c2sc3ncnc(N4CCCCC4C)c3c2C)CC1 (centres undefined) | i
CCC(=O)Nc1cccc(-c2nc3ncccc3o2)c1 | i
Cn1nc(C(=O)NCc2cccs2)c2c1CCC(NCC(C)(C)N1CCOCC1)C2 (centres undefined) | u
O=C1CO[C@H]2CN(CC3CC3)C[C@H]2N1c1ccccc1 | i
CC1=C(C(=O)NCc2cccc(Br)c2)C2(CCN(S(C)(=O)=O)CC2)OC1=O | i
CCOC(=O)c1[nH]c2ccccc2c1NC(=O)C(C)(C)C | i

Random excerpt: 2 records from the list
SMILES | ST2 inh
CCn1c(CNC(=O)COC)nc2ccccc21 | i
CCOc1ccc(CN2CCN(c3ccc([N+](=O)[O-])cc3)CC2)cc1 | u
